Compound activity from PubChem.
Akt phos inh = inhibitors of Akt phosphorylation; actives 0.32% (n = 360,000); Neuro2A IGF-stimulated pAkt S473 HTRF, 20 min; active compounds read low; activity change, % for hits at 50 µM; in the data active = activity change below about -80%; inconclusive = mostly about -51% to -80%; note: % is set by controls: 0 for no effect and ±100 for the full control effect
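Single-point screen (50 µM final compound) in Neuro2A cells stimulated 20 min with 6 nM IGF at 37 deg C. After lysis, Ser473-phosphorylated Akt read by HTRF (ex 330 nm, em 615/665 nm) as the 665/615 ratio.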
aSyn rescue = rescues yeast growth from alpha-synuclein toxicity. Yeast expressing alpha-synuclein, growth rescue, BacTiter-Glo, 24 h. Potency, µM (titrated, usually from 46.1 µM), for inactives: at the top dose growth rescue (activation), most hits filed as activators. actives 0.14% (n = 370,000); note: potency is the fitted concentration of half-maximal effect; % of control where 0% means no effect; nearly all actives have a fitted effect of over 65% in size
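Galactose-induced alpha-syn yeast (OD600=0.02, raffinose-pregrown) + pinned cpd, 24 hr, 30 deg C; growth by BacTiter-Glo luminescence. Growth restoration scores as activation.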
GLP-1R inv ag = GLP-1 receptor (human) inverse agonism. HEK293 GLP-1R CRE-luciferase, luminescence, 24 h; GLP-1R form is constitutively active. actives 1.6% (n = 410,000). Potency, µM (top dose mostly 38.3 µM), for inactives: at the top dose activity change, negative = inhibition, hits mostly inhibitors. AID 624417; note: potency is the fitted concentration of half-maximal effect; % is set by controls: 0 for no effect and ±100 for the full control effect; nearly all actives have a fitted effect of over 55% in size
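GLP-1R inverse agonism mode: basal reporter luminescence in engineered HEK293 cells measured after one day of compound exposure at 37 deg C, with a 12 min room-temperature detection step.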
FUS suppressor = FUS proteinopathy suppression in yeast; AID 1347120; S. cerevisiae FUS-expressing, growth rescue, OD600, 24 h; actives 0.24% (n = 390,000); Potency, µM (series often up to 76.6 µM), inactives show at the highest dose growth rescue (activation), most hits filed as activators;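 note: potency is the fitted concentration of half-maximal effect; plate controls were DMSO vehicle for no effect and reference control for full effect; nearly all actives have a fitted effect of over 55% in size; some results filed as inactive show a strong effect at the top dose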
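Quantitative HTS measuring growth restoration of FUS-toxic yeast. Galactose-induced cells (OD 0.005) were exposed 24hr at 30C to compounds at several concentrations, then absorbance at 600 nm was recorded.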
Abeta yeast res = compounds reversing amyloid beta toxicity in yeast; actives 0.063% (n = 410,000); yeast expressing A-beta42, growth rescue, OD600, 48 h; response scale: 0% DMSO, 100% iron-clioquinol control; Potency, µM (titrated, usually from 46.1 µM), for inactives: at the top dose growth rescue, usual class: activators; AID 1347071; note: potency is the fitted concentration of half-maximal effect; nearly all actives have a fitted effect of over 55% in size
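Yeast growth medium received pinned compounds, then yeast cells expressing toxic A-beta were added; plates incubated at 30 C for 48 hr. Growth read as absorbance at 600 nm, normalized to DMSO and equimolar FeCl3 plus clioquinol controls.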
TDP-43 yeast inh = rescues yeast growth from TDP-43 toxicity | TDP-43 expressing yeast growth rescue, BacTiter-Glo, 24 h | Potency, µM (titrated, usually from 46.1 µM), without a hit: at the top dose growth rescue (activation), usual class: activators | AID 652104 | actives 1.8% (n = 410,000); note: potency is the fitted concentration of half-maximal effect; % of control where 0% means no effect; nearly all actives have a fitted effect of over 50% in size
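Readout is BacTiter-Glo luminescence of cell growth, so inhibitors register as activators. TDP-43-expressing yeast at OD600=0.02 in galactose medium, after raffinose pregrowth to mid-log, were incubated with compound for 24 hr at 30 deg C.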
D3 antag = D3 dopamine receptor (human) antagonism; P35462; D3R cells, DiscoveRx beta-arrestin luminescence, antagonist mode; active compounds read low; max response, negative = inhibition, %; actives 2.5% (n = 360,000); in the data active = max response below about -50%; inconclusive = no clear call, values can overlap the other calls; note: % is set by controls: 0 for no effect and ±100 for the full control effect; mostly tested at two doses, the higher about 12 µM
Target sequence (P35462 whole entry, looked up): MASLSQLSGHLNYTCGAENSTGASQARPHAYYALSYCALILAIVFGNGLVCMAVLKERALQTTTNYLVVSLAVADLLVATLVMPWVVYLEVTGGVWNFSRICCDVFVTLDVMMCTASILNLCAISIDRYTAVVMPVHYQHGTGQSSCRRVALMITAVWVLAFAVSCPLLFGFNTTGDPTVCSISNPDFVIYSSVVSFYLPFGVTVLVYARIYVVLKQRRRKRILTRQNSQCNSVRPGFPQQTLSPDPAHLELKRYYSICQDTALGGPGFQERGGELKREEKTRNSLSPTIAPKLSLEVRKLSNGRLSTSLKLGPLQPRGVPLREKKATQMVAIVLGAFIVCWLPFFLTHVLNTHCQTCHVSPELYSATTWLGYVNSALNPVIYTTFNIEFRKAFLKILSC
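Cells expressing the human receptor were seeded at 1500 cells/well, incubated overnight at 37 degrees C in 5% CO2, then exposed to library compounds with dopamine controls for 90 minutes at 37 degrees C before luminescent detection.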
GLP-1R agonist = agonists of human GLP-1 receptor | HEK293 GLP-1R CRE-luciferase, luminescence, 4-6 h; cells express a hypersensitive GLP-1R form | P43220 | Potency, µM (titrated, usually from 45.6 µM), for the others: at the highest dose activation, usual class: activators | AID 624172 | actives 0.007% (n = 380,000); note: potency is the fitted concentration of half-maximal effect; % of control where 0% means no effect
PTHR1 ag = PTHR1 (human) receptor agonism; HEK293 GP2 PTHR1 cells, GloSensor cAMP luminescence, 1 h; Potency, µM (highest dose often 115 µM), inactives show at the highest dose activation, actives largely listed as activators; actives 0.075% (n = 410,000); note: potency is the fitted concentration of half-maximal effect; nearly all actives have a fitted effect of over 55% in size; some results filed as inactive show a strong effect at the top dose; inactives centre near -15; many of its hits are not listed in these tables
Target sequence (Q03431 whole entry, looked up): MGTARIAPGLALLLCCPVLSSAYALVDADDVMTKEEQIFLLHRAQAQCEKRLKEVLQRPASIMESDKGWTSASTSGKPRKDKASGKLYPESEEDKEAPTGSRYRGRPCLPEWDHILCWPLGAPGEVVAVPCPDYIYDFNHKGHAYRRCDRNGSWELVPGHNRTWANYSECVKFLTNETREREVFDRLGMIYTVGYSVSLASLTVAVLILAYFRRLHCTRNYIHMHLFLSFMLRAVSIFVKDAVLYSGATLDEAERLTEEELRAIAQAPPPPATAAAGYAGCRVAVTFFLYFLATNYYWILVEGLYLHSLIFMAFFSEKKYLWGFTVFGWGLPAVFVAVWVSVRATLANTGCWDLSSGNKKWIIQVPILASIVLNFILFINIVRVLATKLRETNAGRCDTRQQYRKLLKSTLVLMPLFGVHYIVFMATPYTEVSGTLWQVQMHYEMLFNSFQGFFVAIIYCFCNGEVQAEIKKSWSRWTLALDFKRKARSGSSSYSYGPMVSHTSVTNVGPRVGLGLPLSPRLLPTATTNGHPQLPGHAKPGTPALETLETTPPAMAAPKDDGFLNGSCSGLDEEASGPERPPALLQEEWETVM
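HEK-293-derived GP2 cells expressing PTHR1 and a GloSensor cAMP reporter, 3,000/well, plated overnight, given luciferin plus IBMX (each 0.5 mM as added) for 1 h at 37 °C, then compound for 1 h at 37 °C. Luminescence was read after 15 min at room temperature.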
Starred values were filed as active, the others as inactive; i = inactive; ? = inconclusive; · = not tested or not shown; & = joins results of further samples; [ ] = dose if it differs, or a comment. Unless noted, calls come from the whole dose curve; as a rule, active = well fitted curve in the direction sought with a large enough effect; inconclusive = small, poorly fitted or top-dose-only effect, or another doubt; inactive = no such curve, though single readings can be large; an effect the other way counts as inactive or inconclusive. These rows are one share of the data. The share of hits here may be higher or lower than overall.

SMILES	Akt phos inh	aSyn rescue	GLP-1R inv ag	FUS suppressor	Abeta yeast res	TDP-43 yeast inh	D3 antag	GLP-1R agonist	PTHR1 ag
Cc1cccc(C)c1NC(=O)CCCSc1nnc(-c2ccc(Cl)cc2)n1-c1ccccc1	i	5%	5.6µM*	·	9%	-20%	-13	-1%	-38%[inhibitor]
Cc1cc(NC(=O)Nc2nnc(N3CCCCCC3)s2)ccc1Br	·	·	-1%	-25%	-15%	15%[9.22 µM]	·	·	i
Cc1nnc(SCc2nnc(-c3ccc(Cl)cc3)o2)n1-c1ccccc1	i	0%	-1%	·	-5%	-2%	0	10%	-61%[inhibitor]
CCN(CC)C(=O)c1sc(NC(=O)c2cc(-c3ccc(C)s3)nc3ccccc23)c(C(=O)OC)c1C	i	4%	?	2%	6%	0%	-6	1%	-5%[57.5 µM]
COCCn1c(SCC(=O)Nc2cccnc2Cl)nc2cc(Cl)ccc2c1=O	i	-2%[1.84 µM]	16%	0%	17%	10%	-1	13%	-18%
CC(=O)Nc1ccc(C(=O)OCC(=O)N(Cc2ccccc2)C(C)(C)C)cc1	i	-1%	0%	27%	28%	6%	-9	-2%	i
Cc1ccc(CNC(=O)C(NS(=O)(=O)c2cccc3nsnc23)c2ccccc2)cc1 (stereo unspecified)	i	-5%	?	3%	11%	-19%	-6	-2%	-3%
Cc1ccc(CNC(=O)CCCn2nc(C)n3c(cc4sccc43)c2=O)cc1	·	·	2%	5%	-5%	12%	·	·	9%
COC(=O)/C=C1\N/C(=N\c2nc(C)cc(C)n2)N(c2ccc(C)cc2)C1=O	i	2%	4%	-12%	-16%	-2%	0	-7%	-21%
Cc1cc(C)cc(C(=O)NC(CC(N)=O)c2ccc(NC3CCCCC3)c([N+](=O)[O-])c2)c1 (stereo unspecified)	i	-4%	4%	-20%	-6%	2%	7	-3%	?
COC(=O)C1=C(C)OC(N)=C(C#N)C1c1cc(OC)ccc1OC (stereo unspecified)	i	0%	0%	-15%	?	4%	4	8%	-1%[57.5 µM]
COc1cc(C(=O)Oc2cc(C)cc(C)c2)cc(OC)c1OC	i	0%	-14%	-2%	12%	10%	41	-6%	-21%[57.5 µM]
CC(C)(C)OC(=O)N1CCCN(C(=O)c2ccc(Cl)cc2)CC1	i	0%	-25%	6%	0%	-10%	2	13%	0%
COc1ccccc1N1CCN(CC(=O)Nc2ccnn2C2CCCC2)CC1	i	-2%	-3%	·	-2%	12%	-26	0%	-56%[inhibitor]
CCn1c(CN2CCOCC2)nc2cc(NC(=O)c3cccc([N+](=O)[O-])c3)ccc21	·	·	-17%	12%	0%	11%	·	·	-52%[inhibitor]
COCCCNC(=O)CN1C(=O)COc2ccc(S(=O)(=O)N3CC(C)CC(C)C3)cc21 (stereo unspecified)	i	1%	-25%	-9%	0%	9%	-5	-5%	-4%
Cc1ccc(N(CC(=O)N2CCN(c3ccccc3F)CC2)S(=O)(=O)c2c(C)noc2C)cc1	i	-4%&-5%	14%&9%	11%&-6%	-3%&3%	-15%&19%	-8	0%	-16%
CCc1nc2ccc(C(=O)Nc3nnc(C)s3)cc2nc1CC	i	15%	2%	5%	-8%	-5%	-3	1%	i
CS(=O)(=O)c1ccc(Cl)c(NC(=O)Nc2ccccc2)c1	i	6%	-13%	2%	14%	13%	-12	0%	-45%[inhibitor]
COc1ccc(OCc2cc(C(=O)N3CCC(OC)CC3)no2)c2ccccc12	i	5%	?	·	-12%	24%	4	7%	i
CCCOc1ccc(C(=O)Nc2cc(-c3nc4ccccc4[nH]3)ccc2C)cc1	·	·	7.1µM*	16%	-27%	13µM*	·	·	-17%
COc1cc(NC(=O)c2ccco2)ccc1NC(=O)C(C)C	i	-1%	8%	-1%	12%	0%	16	-9%	i
COc1ccc(/C=N/NC(=O)c2ccc(Cl)c(S(N)(=O)=O)c2)cc1OCC(N)=O	i	-2%	247%[activator]	-5%	-6%	2%	0	25%	i
CC(=O)Nc1ccc(S(=O)(=O)NC(CC(=O)NC2CCCCC2C)C(C)C)cc1 (stereo unspecified)	i	0%	9%	10%	?	14%	-19	10%	i
O=C(Nc1cccc2ccccc12)C1CCCC1	i	9%	3%	-32%	10%	?	-3	-1%	-33%[inhibitor]

Of the compounds above, 2 have two or more sulfur atoms.
SMILES	Akt phos inh	aSyn rescue	GLP-1R inv ag	FUS suppressor	Abeta yeast res	TDP-43 yeast inh	D3 antag	GLP-1R agonist	PTHR1 ag
CCN(CC)C(=O)c1sc(NC(=O)c2cc(-c3ccc(C)s3)nc3ccccc23)c(C(=O)OC)c1C	i	4%	?	2%	6%	0%	-6	1%	-5%[57.5 µM]
Cc1ccc(CNC(=O)C(NS(=O)(=O)c2cccc3nsnc23)c2ccccc2)cc1 (stereo unspecified)	i	-5%	?	3%	11%	-19%	-6	-2%	-3%

Continued:
SMILES	Akt phos inh	aSyn rescue	GLP-1R inv ag	FUS suppressor	Abeta yeast res	TDP-43 yeast inh	D3 antag	GLP-1R agonist	PTHR1 ag
COc1cc(C(=O)Nc2ccc3c(c2)OCO3)c([N+](=O)[O-])cc1OC	i	-5%	5%	36%	-1%	-18%	-11	7%	-35%[inhibitor]
Cn1c(=O)c2c(nc(SCC(=O)Nc3ccc(F)cc3)n2Cc2ccc(Cl)cc2)n(C)c1=O	·	·	-16%	-11%	-27%	12%	·	·	-24%
CC(Sc1nnc(-c2cccnc2)o1)C(=O)NC1CCCCC1 (stereo unspecified)	i	9%	-4%	-5%	-4%	20%	13	5%	i
Cc1cc(C)n(-c2nc3ccccc3nc2N2CCN(C(=O)c3ccccc3)CC2)n1	i	0%	?	15%	-7%	16%	6	-1%	i
CC(=O)c1c(C)[nH]c(C(=O)COC(=O)COc2ccccc2F)c1C	i	8%	16%	-1%	-7%	21%	14	-7%	-25%
O=C(COC(=O)c1cc(S(=O)(=O)N2CCOCC2)ccc1Cl)NCc1ccco1	i	2%	6%	15%	11%	9%	17	2%	i
Cc1ccc(CN(C)C(=O)c2cccc(S(=O)(=O)N3CCCC3)c2)o1	i	-3%	12%	7%	1%	-4%	7	17%	-5%
COc1ccc(/C=N\NC(=O)CCN2CCN(c3ccccc3)CC2)cc1OC	i	-8%	52%[activator]	23%	-5%	-12%	?	13%	-4%[57.5 µM]
O=[N+]([O-])c1cccc(C(=NCc2ccccc2)NO)c1	i	4%	14%	-9%	21%	19%	8	?	-52%[inhibitor]
CCOc1ccc(NS(=O)(=O)c2ccc(C(=O)N(C)CC(=O)Nc3ccc(OC)cc3)cc2)cc1	i	-5%	-10%	22%	16%	4%	-11	1%	i
COc1cc(-c2nnc(COC(=O)c3cccn3C)o2)cc(OC)c1OC	i	8%	57%[activator]	17%	2%	0%	5	12%	i
COc1cccc2c(=O)n(CC(=O)N3CCC(C)CC3)ccc12	i	0%	6%	-19%	4%	0%	10	11%	i
Cc1cnc(CNC(=O)C2(C)CCCN2CC(C)C)cn1 (stereo unspecified)	i	12%	11%	6%	-1%	13%	17	-6%	-13%
CCN(CC)CCn1c(NC(=O)c2ccc(C)cc2)nc2ccccc21	i	-9%	6%	-4%	-15%	-15%	-50*	-4%	-18%
FC(F)(F)C12CC(c3ccccc3)=NCCN1CCN2 (stereo unspecified)	i	-10%	0%	2%	-14%	-26%	4	2%	i
O=C(O)/C=C/c1cn(-c2ccccc2)nc1-c1ccc(-c2ccc([N+](=O)[O-])cc2)o1	i	0%	1%	14%	-1%	-16%	-5	0%	-1%
CC1CCCC(NS(=O)(=O)c2cc3c(cc2Cl)NC(=O)CO3)C1C (stereo unspecified)	i	1%	24%	-14%	8%	?	7	?	i
N#Cc1cc([N+](=O)[O-])ccc1NCCCn1ccnc1	i	-1%	-7%	-10%	3%	4%	-17	19%	i
Cc1cccc(N2CCN(C(=O)c3ccc4c(c3)OCCO4)CC2C)c1 (stereo unspecified)	i	-8%	11%	-10%	-10%	-14%	3	1%	i
COc1cc(-c2nc(S(=O)(=O)c3ccc(Cl)cc3)c(N3CCOCC3)o2)cc(OC)c1OC	i	-9%	-8%	14%	-13%	0%	14	-3%	-19%[57.5 µM]
CCOc1ccc(N2C(=O)CC(Sc3nc(O)c(CC)c(=O)[nH]3)C2=O)cc1 (stereo unspecified)	i	1%	9%	10%	-12%	3%	-2	0%	i
COc1cccc(S(=O)(=O)NCc2ccc(C(=O)Nc3ccc(Cl)cc3)cc2)c1	i	-2%	?	·	0%	-6%	0	-3%	-37%[inhibitor]
c1cc2c(cc1Oc1nc(N3CCOCC3)nc(N3CCOCC3)n1)OCO2	i	2%	-20%	-23%	13%[9.22 µM]	19%	-18	8%	i
Cn1cccc1-c1nc2ccc(NC(=O)c3ccccc3)cc2[nH]1	i	6%	31%[activator]	29%	-19%	19%	-4	9%	-21%[57.5 µM]
CCCCCCCCCCOC(=O)C[N+](C)(C)C/C=C(/C)Cl	i	-3%	?	30%	-4%	15%	1	-6%	i
CCOC(=O)CC(NC(=O)CCS(=O)(=O)c1ccc2c(c1)n(C)c(=O)c(=O)n2C)c1ccc(C)cc1 (stereo unspecified)	i	0%	11%	3%	9%	5%	8	0%	i
CC(C)CCNC(=O)C1(c2cccs2)CCOCC1	i	3%	25%	-16%	0%	4%	10	-3%	i
COc1cccc(-n2c(-c3ccco3)nc3c(cnn3-c3ccc(Cl)cc3)c2=O)c1	·	·	?	44%	-14%	-16%	·	6%	-94%
COc1ccc(NC(=O)CC2C(=O)N(c3ccc(OC)cc3)C(=O)N2C2CCCCC2)cc1 (stereo unspecified)	·	·	17%	28%	-11%	15%	·	·	i
